# aSyn 5UTR inh: 5' untranslated region of α-synuclein, MLPCN primary screen; alpha-synuclein 5'UTR reporter, inhibitor activity; inhibition, % (tested at 7.5 µM); 300,000 tested, 0.82% active; AID 1813; in the data active = inhibition above about 60%;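 note: H4 neuroglioblastoma cells stably carrying SNCA 5'UTR luciferase fusion; 0% = DMSO wells and 100% = positive control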
# HSP90 inh: HSP90 refolding inhibition in rabbit reticulocyte lysate; luciferase refolding luminescence, 3 h; inhibition, % at 5.6 µM; 290,000 tested, 0.91% active; AID 1789;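 active = inhibition above the screen-wide mean plus 3 SD, computed separately per campaign, cut at about 16% in these data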;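 note: 0% = DMSO wells and 100% = 60 µM geldanamycin wells; inhibitors lower the luminescence because luciferase stays unfolded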
# Dyrk1A ADPGlo: Dyrk1A (rat) kinase inhibition. Q63470. 310,000 tested, 0.43% active. ADP-Glo luminescence, NFATc1 peptide. AID 504441. inhibition, % at 12.5 µM; in the data active = inhibition above about 50%;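 note: plate controls were vehicle with enzyme for no effect and no enzyme for full effect; many of its hits are not listed in these tables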
# Platelet DG rel: platelet dense granule release activity | human platelet-rich plasma, SFLLRN dense granule ATP release, luminescence | inhibition, %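 (compounds screened at 7.5 µM in platelet-rich plasma)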 | 300,000 tested, 0.22% active;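 active = mean replicate score, as percent of positive control, at or above 50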
# GSK3 alpha inh: human GSK-3 alpha kinase inhibition; ADP-Glo luminescence, 60 min; 320,000 tested, 0.1% active; P49840; inhibition, % at 10 µM;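 in the data active = inhibition above about 50%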;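 note: GST-tagged GSK-3 alpha with peptide substrate and 25 µM ATP; 0% = DMSO neutral wells and 100% = GW8510 positive control wells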
# Target sequence (P49840 whole entry, looked up): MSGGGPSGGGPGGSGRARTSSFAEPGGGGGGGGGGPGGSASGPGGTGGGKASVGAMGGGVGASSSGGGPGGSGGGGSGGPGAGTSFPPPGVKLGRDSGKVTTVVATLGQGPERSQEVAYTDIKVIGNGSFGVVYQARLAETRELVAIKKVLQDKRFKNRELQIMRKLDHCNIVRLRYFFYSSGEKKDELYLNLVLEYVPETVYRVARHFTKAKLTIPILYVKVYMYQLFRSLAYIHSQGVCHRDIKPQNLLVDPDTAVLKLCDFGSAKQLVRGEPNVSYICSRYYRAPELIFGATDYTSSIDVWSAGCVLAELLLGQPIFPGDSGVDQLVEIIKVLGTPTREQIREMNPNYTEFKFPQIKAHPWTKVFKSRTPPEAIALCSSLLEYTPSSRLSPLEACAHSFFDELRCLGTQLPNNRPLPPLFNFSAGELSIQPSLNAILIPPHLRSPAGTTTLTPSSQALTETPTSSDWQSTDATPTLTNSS
# HSF1 inh: HSF1 inhibition | AID 2098 | 300,000 tested, 0.77% active | activity change, negative = inhibition, % at 7.5 µM (by protocol) | NIH3T3-HGL HSE-luciferase, MG132-induced, luminescence 8 h; stronger effect = lower value;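 active = more than half of replicate wells show activity change below -50%, luminescence cut by over half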;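 note: luciferase reports HSF-1 transcriptional activity via heat shock element; 0% = median of DMSO wells and -100% = zero luminescence signal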
# HSF-1 act: increases HSF-1 driven luciferase reporter signal; AID 504408; 300,000 tested, 1.7% active; NIH3T3-HGL HSF-1 luciferase reporter, MG132, 8 h; 100% = twice DMSO control signal; activation, % at 9 µM;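 active = mean replicate activation of at least 50% with a set share of replicates each reaching 50%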;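 note: 0% = median of the neutral control wells and 100% = twice that signal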
# IEC-6 tox: IEC-6 cytotoxicity, counter-screen for KLF5 inhibitors. inhibition, % at 5 µM. AID 1825. 290,000 tested, 0.78% active. luminescence viability; in the data active = inhibition above about 22%;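 note: 0% = plate median of test compound wells and 100% = cytotoxic reference compound wells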
# GSK3B inh: blocks human GSK3beta kinase activity; GST-GSK3beta kinase, ADP-Glo luminescence, 60 min; stronger effect = lower value; activity score (negative = inhibition), % at 10 µM; 300,000 tested, 0.038% active;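 active = more than half of replicate wells score below -50%, meaning over 50% inhibition versus plate controls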;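 note: 0% = median DMSO wells and -100% = median GW8510 positive control wells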
# Target sequence (P49841 whole entry, looked up): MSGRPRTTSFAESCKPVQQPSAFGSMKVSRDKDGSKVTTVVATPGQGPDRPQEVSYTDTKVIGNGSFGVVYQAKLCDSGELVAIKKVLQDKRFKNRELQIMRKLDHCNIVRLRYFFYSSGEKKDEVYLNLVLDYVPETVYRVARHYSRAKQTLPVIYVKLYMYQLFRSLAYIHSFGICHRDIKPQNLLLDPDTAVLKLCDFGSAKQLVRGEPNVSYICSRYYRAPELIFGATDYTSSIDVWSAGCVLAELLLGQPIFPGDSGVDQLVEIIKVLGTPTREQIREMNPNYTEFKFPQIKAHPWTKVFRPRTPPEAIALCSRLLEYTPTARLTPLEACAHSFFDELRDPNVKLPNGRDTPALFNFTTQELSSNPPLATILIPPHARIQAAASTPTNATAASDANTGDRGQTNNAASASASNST
#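 Assay system: GST-fused GSK3beta enzyme, cell-free / Medium: Tris pH 7.5 buffer with MgCl2, DTT, BSA, heparin / Also added: peptide substrate plus 25 µM ATP (final) / Compound: 10 µM single point / Timing: kinase reaction with compound 60 min at room temperature / Detection: ADP-Glo luminescence / Benchmarks: DMSO neutral wells and GW8510 at 20 µM as positive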
# KLF5 inhibitor: suppresses KLF5 promoter-driven expression. DLD-1 KLF5 promoter-luciferase reporter, luminescence. inhibition, % at 5 µM. 290,000 tested, 0.23% active;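 active = inhibition above a per-plate limit of that plate's mean compound inhibition plus 3 SD, cut at about 60% in these data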;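 note: 0% = DMSO wells and 100% = LY294002 at 200 µM; higher means less KLF5 promoter-driven luciferase light; inactives centre near -14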
# * = called active by the depositor; · = not tested or not shown. A portion of the library; the hit share may differ from the screen's.
SMILES,Platelet DG rel,HSP90 inh,Dyrk1A ADPGlo,KLF5 inhibitor,GSK3 alpha inh,HSF1 inh,IEC-6 tox,HSF-1 act,GSK3B inh,aSyn 5UTR inh
COC(=O)c1ccc(NC(=O)CSc2ccc(-c3ccccn3)nn2)cc1,2.4,-3.8,9.1,-54.1,-0.8,6.7,8.7,-0.8,1.7,-34.2
COC(=O)C1=CN(C)C=C(C(=O)OC)C1c1ccc(Cl)cc1Cl,7.8,-2.8,-1.6,-9.7,-2.0,6.3,-4.7,16.5,0.0,13.6
COC(=O)c1cccc(NC(=O)Cc2ccc(OC)cc2)c1C,-0.9,-0.5,1.0,-1.7,-0.5,-5.2,-6.4,5.7,-0.6,-2.2
O=C1N(Cc2cccc(Cl)c2)C[C@@H]2C[C@@H](c3cccn3-c3nccs3)N3CCC[C@@]123,-5.3,2.5,-1.3,1.2,-2.0,-4.3,2.2,-12.0,2.4,1.8
CC(=O)Nc1ccc(-n2c(C)ccc2C)cc1,0.7,3.5,·,-3.5,-0.6,-8.7,11.8,-10.4,-6.5,-23.1
Cc1nn(C(=O)CCC(=O)NCc2ccccc2Cl)c2ccccc12,-1.0,-1.2,4.4,-21.9,·,-7.1,0.2,-15.8,-4.1,13.2
Cc1nn(CC(=O)Nc2ccc(Cl)cn2)c(C)c1Br,8.1,-2.3,-6.7,-2.8,3.4,-30.5,0.0,-51.2,3.6,10.7
COc1ccc2nc(Nc3nc(CSc4nc5ccccc5[nH]4)cc(=O)[nH]3)nc(C)c2c1,-4.5,3.1,-0.9,6.7,-1.9,1.6,2.9,8.7,1.0,102.6*
O=C(CCN1C(=O)/C(=C\c2ccc(F)cc2)SC1=S)Nc1ccccc1,20.2,0.2,3.8,6.1,-1.3,-0.6,2.5,6.0,-2.5,10.6
CC1COc2ccccc2N1C(=O)c1ccc(Cl)cc1 (stereo not drawn),1.3,2.9,-7.7,-2.9,-3.1,-4.6,4.5,6.3,-0.7,21.2

# New compounds follow
SMILES,Platelet DG rel,HSP90 inh,Dyrk1A ADPGlo,KLF5 inhibitor,GSK3 alpha inh,HSF1 inh,IEC-6 tox,HSF-1 act,GSK3B inh,aSyn 5UTR inh
FC(F)(F)COc1nc(N2CCOCC2)nc(N(c2ccccc2)c2ccccc2)n1,-6.5,3.7,-4.4,-30.4,·,1.8,-3.5,27.5,0.3,24.0
CCCCc1nc2cc(C(=O)N3CCC[C@H]3CO)ccc2o1,2.0,-5.0,-1.5,-72.7,-3.1,3.2,1.8,8.0,-2.5,-41.4
CCN(CC)C(=O)Cn1cc(C(=O)C(=O)N2CCN(Cc3ccccc3)CC2)c2ccccc21,-5.4,0.2,-2.1,-19.1,-0.3,28.3,5.2,37.4,-0.4,-0.8
O=C(CSc1n[nH]c(=O)n1Cc1ccco1)Nc1ccccc1Cl,-7.5,-2.7,·,-12.1,-3.4,-3.3,-7.2,-2.8,-7.5,6.4
Cn1c(=O)c2c(nc(Cl)n2CC(=O)NC2(C#N)CCCCC2)n(C)c1=O,-2.2,·,11.3,·,0.5,3.9,·,-7.3,2.0,12.7
COC(=O)CN(c1cccc(C)c1)S(=O)(=O)c1ccccc1,6.2,3.3,·,4.9,2.0,9.2,11.3,10.4,-3.0,-5.3
CCOC(=O)N1CCN(C(=O)Nc2ccc(NC(=O)N3CCN(C(=O)OCC)CC3)cc2)CC1,4.0,1.1,2.7,-4.6,-0.7,2.1,1.9,-1.4,-0.5,-14.4
COc1ccc(S(=O)(=O)c2ccccc2)cc1NC(=O)c1c(F)cccc1F,-0.3,-0.3,-5.2,-11.3,-1.1,4.4,4.0,-2.4,0.7,19.4
COc1cc(OC)cc(C(=O)NCCSCc2ccc(Cl)cc2)c1,7.3,2.6,·,-6.1,-4.4,0.4,-0.5,12.9,1.7,-7.0
COc1ccc(OC)c(NC(=O)CSc2nc3scc(C)c3c(=O)[nH]2)c1,8.6,-3.2,-1.3,-19.9,-2.1,26.3,-0.9,33.4,0.6,5.8

# Further entries.
SMILES,Platelet DG rel,HSP90 inh,Dyrk1A ADPGlo,KLF5 inhibitor,GSK3 alpha inh,HSF1 inh,IEC-6 tox,HSF-1 act,GSK3B inh,aSyn 5UTR inh
COc1cc(C)c(-c2cc(C(=O)O)c(C)o2)cc1C(C)C,-6.4,2.2,-5.2,-14.8,-6.8,4.1,3.1,4.1,0.5,-7.0
CCCCOC(=O)CSc1nc(N)c(C#N)c(-c2ccc(OCC)cc2)c1C#N,9.2,4.6,1.1,8.6,-4.7,-0.6,5.4,-7.8,3.0,-5.0
CC(=O)N/C(=C/c1ccc2c(c1)OCO2)C(=O)NCCCO,5.4,-1.1,-3.8,-4.4,-1.7,-8.0,1.3,1.7,-6.7,-6.2
Nc1nc(CN2CCN(C(=O)c3ccco3)CC2)nc(Nc2cccc(Cl)c2)n1,·,8.7,·,7.3,-7.4,·,8.9,·,1.6,·
Cc1cc(C)c(S(=O)(=O)Nc2ccc(O)c(Sc3ncn[nH]3)c2)cc1C,0.1,-0.5,15.4,-23.4,-1.8,1.6,4.3,17.4,1.4,5.3
Cc1ccc(C2NC(c3ccc(C)cc3)C([N+](=O)[O-])C(C)(C)C2[N+](=O)[O-])cc1 (stereo not drawn),-1.3,-3.0,-2.9,-21.2,-1.6,0.2,0.2,-2.5,-1.6,-11.2
CC(C)Oc1ccc(C(=O)NC2CCS(=O)(=O)C2)cc1 (stereo not drawn),1.5,2.2,-0.7,-40.6,-0.8,-9.1,-5.9,-2.7,1.8,4.8
CC(C(=O)N1CCOCCOCCOCCOCCOCC1)N1C(=O)c2ccccc2C1=O (stereo not drawn),-3.5,0.5,2.9,0.7,-0.4,-7.4,-8.1,-7.4,-4.5,9.5
Cc1ccc([N+](=O)[O-])cc1NC(=S)NC(=O)c1cccnc1,-2.7,-2.0,-67.9,-1.2,-0.5,-10.5,9.5,-23.0,4.9,-35.6
COc1ccc(OC)c(N=c2ssnc2Cl)c1,3.2,-2.2,-1.9,-40.4,-0.7,0.1,-7.3,16.0,0.8,-11.2

# (further entries)
SMILES,Platelet DG rel,HSP90 inh,Dyrk1A ADPGlo,KLF5 inhibitor,GSK3 alpha inh,HSF1 inh,IEC-6 tox,HSF-1 act,GSK3B inh,aSyn 5UTR inh
NC(=O)/C(=N\OC(=O)c1ccco1)c1nc(-c2ccc(Br)cc2)cs1,-2.1,-0.4,14.8,-24.1,·,33.6,-10.7,48.8,-1.4,-27.5
O=C(NCCCO)C12CC3CC(CC(C3)C1)C2,-6.4,-1.6,-6.0,-2.8,-2.6,-1.2,3.6,-4.7,-1.7,20.4
Cc1nn(C)cc1C1C(C#N)=C(N)N(c2cccnc2)C2=C1C(=O)CCC2 (stereo not drawn),5.1,1.7,2.3,-4.9,1.3,-2.0,0.2,8.1,0.6,1.2
CC1(C)CC(=O)C(C=NCCc2ccc(S(N)(=O)=O)cc2)=C(O)C1,-0.5,4.9,0.8,3.4,-1.4,-3.5,3.2,1.9,2.0,10.4
Cc1cc(NC(=O)CCC(=O)N(CCC(C)C)C(C(=O)NC2CCCC2)c2ccccc2C)no1 (stereo not drawn),5.7,2.5,-0.7,-8.2,-3.2,5.4,10.6,-5.9,1.9,17.1
CC(C)(C)n1nnnc1C(c1cccc(C(F)(F)F)c1)N1CCC(O)CC1 (stereo not drawn),-36.8,0.1,0.5,-44.3,0.8,-0.5,-6.4,16.5,-1.9,9.7
CSc1ncc(Cl)c(C(=O)Nc2nnc(SC/C=C/c3ccccc3)s2)n1,6.8,0.9,·,-18.1,-0.4,11.0,-3.4,48.5,1.4,8.9
COc1ccccc1NC(=O)c1nc[nH]c1C(=O)Nc1ccccc1OC,4.6,-3.0,-4.6,-23.4,-0.6,-4.5,2.2,6.5,1.1,4.9
Cc1cc(C(=O)CSc2nc(N)cc(=O)[nH]2)c(C)n1Cc1ccco1,1.2,2.0,12.4,14.1,1.6,-33.6,7.2,-45.3,3.2,-1.2
Cc1ccc(OCc2nc(-c3ccccc3)no2)cc1,-5.7,-4.1,12.8,-57.0,-0.5,31.2,0.6,29.2,-0.9,-121.5

# Following part
SMILES,Platelet DG rel,HSP90 inh,Dyrk1A ADPGlo,KLF5 inhibitor,GSK3 alpha inh,HSF1 inh,IEC-6 tox,HSF-1 act,GSK3B inh,aSyn 5UTR inh
COc1ccc(C(=O)O)cc1S(=O)(=O)Nc1ccc(C)cc1,7.1,-1.2,-0.6,-18.2,-3.2,-7.9,1.3,-2.5,2.5,-16.6
Cc1[nH]c2ccccc2c1C(O)CN1CCN(c2cccc(C(F)(F)F)c2)CC1 (stereo not drawn),-7.5,9.6,-1.5,-8.4,·,8.5,3.9,22.5,3.7,-1.7
O=C(CC1Nc2ccccc2NC1=O)NCc1cccnc1 (stereo not drawn),-0.6,2.7,-2.9,23.5,2.0,-6.3,9.3,16.3,-2.2,-5.0
N#CCSc1nnc(-c2ccc(S(=O)(=O)N3CCOCC3)cc2)n1CC1CCCO1 (stereo not drawn),1.2,1.8,-8.8,-7.2,·,-2.4,3.0,-11.3,-0.9,6.1
Cc1ccsc1C(=O)OCC(=O)NCCCc1ccccc1,31.2,4.2,-2.8,15.9,-2.9,-0.4,0.0,-3.7,1.6,3.8
Cc1ccc(CSCCNC(=O)CN(c2ccc(F)cc2)S(C)(=O)=O)cc1,-1.3,-5.6,6.2,-4.8,6.9,21.3,-0.2,43.4,-3.0,14.7
CCC(C)NC(=O)c1ccccc1NC(=O)COc1ccc(OC)cc1 (stereo not drawn),3.2,0.1,-2.7,7.3,·,-1.8,4.3,-5.7,0.5,-15.1
CCCNC(=O)[C@@H]1CCCN1C(=O)C1CCN(S(=O)(=O)c2ccc(C)cc2)CC1,-2.7,-2.3,-5.1,4.5,2.1,-2.7,8.9,-22.2,-0.2,-13.0
Cc1c(C(=O)N(C)CCC#N)oc2ccc(S(=O)(=O)N3CC(C)CC(C)C3)cc12 (stereo not drawn),-4.7,-6.5,-0.7,2.5,-2.3,-6.1,-3.1,-0.3,1.5,17.4
CCc1cccc(C)c1NC(=S)NCC1CCN(c2ccc(OC)cc2)C1 (stereo not drawn),7.0,1.8,2.4,-19.9,0.6,10.5,0.2,39.4,-0.1,-3.2

# Further entries
SMILES,Platelet DG rel,HSP90 inh,Dyrk1A ADPGlo,KLF5 inhibitor,GSK3 alpha inh,HSF1 inh,IEC-6 tox,HSF-1 act,GSK3B inh,aSyn 5UTR inh
CCCc1nc2c(s1)CCc1onc(-c3ccc(Br)cc3)c1-2,0.0,·,0.7,·,0.0,-0.9,·,5.7,-2.3,23.5
CCc1cccc(C)c1NC(=S)NCc1ccc2c(c1)cc(C)n2C,-0.5,6.2,-1.6,14.0,-2.7,1.7,-3.3,4.1,2.0,8.5
COc1cc(C(=O)NC(CCSC)C(=O)OCC(=O)NC(=O)C2CCCCC2)cc(OC)c1OC (stereo not drawn),3.9,-0.8,-0.7,-6.3,-1.8,14.8,0.1,42.8,-5.1,-2.2
COC(=O)c1cn(C(=O)/C=C/c2ccc(OC)c(OC)c2)c2ccccc12,1.9,0.2,-1.7,-20.3,-0.9,41.9,-0.4,60.5*,-0.9,-78.0
CCOc1cc(NS(=O)(=O)CC)c(OCC)cc1NC(=O)c1ccco1,-4.1,-0.9,1.4,-27.1,-2.5,-0.1,-5.5,-23.7,0.8,33.2
O=c1c2c(nc3nc(NCc4cccc(Cl)c4)[nH]n13)CCC2,-0.8,1.1,-3.0,-26.8,-0.8,-5.9,-2.4,-0.9,1.9,3.8
